# Screening data as filed in PubChem.
# Myeloid diff MLP – promotes myeloid progenitor differentiation | 360,000 tested, 1% active | calls only at 10 µM | ER-HoxA9 myeloid progenitors, lysozyme-GFP differentiation, flow cytometry | AID 624256;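 active means normalized GFP-positive differentiation at or above the plate's own cutoff, the solvent-only control mean plus 3 SD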;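 further: cells exposed to compound for four days before flow analysis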
# Salmonella PhoP GFP – PhoP-dependent GFP reporter repression – Salmonella Typhimurium, primary screen (AID 1863); one-dose inhibition, % at 50 µM; IC50 in µM for titrated hits; S. Typhimurium PhoP-regulated promoter GFP reporter, 4 h; higher % means a stronger effect; 300,000 tested, 0.16% active;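 active means inhibition over 29.93%, a cutoff 3 SD above the screen mean, later confirmed by dose response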;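 further: 0% = low Mg2+ inducing control and 100% = high Mg2+ repressing control; strong numbers were not always called active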
# UTI89 phage lysis – protection from phage-mediated lysis, alamar blue read-out – E. coli UTI89, K1F phage, bacterial capsule biogenesis inhibitors (AID 488966); E. coli UTI89 K1F phage lysis, alamar blue, 2 h; higher % means a stronger effect; inhibition, % at 100 µM; hits with a dose series show IC50 in µM; 340,000 tested, 0.02% active;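 active means phage lysis inhibition, versus mean bacterial control, above a set limit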;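 further: capsule biogenesis inhibitors block K1F phage lysis so surviving cells raise fluorescence; higher fluorescence means more inhibition of phage lysis; actives were called in the ten point dose series up to 300 µM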
# Rac1 GTP hydrolysis – MgcRacGAP GTPase-activating activity inhibitors, confirmation, biochemical, ADP Hunter fluorescence | MgcRacGAP-stimulated Rac1 GTP hydrolysis, ADP Hunter fluorescence; higher % means a stronger effect; GST-tagged Rac1 F28L mutant substrate | inhibition, % at 30 µM, or IC50 in µM where a hit was titrated | 340,000 tested, 0.6% active | AID 624330;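 active means first-screen hits whose inhibition reached a set limit at any dose in the follow-up dose series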;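 further: fluorescence reports GDP produced by GAP-driven GTP hydrolysis; strong numbers were not always called active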
# TNAP activators – human TNAP enzyme activators, primary screen, biochemical, luminescent, no phosphate acceptor, uHTS (AID 1001). activation fold at 20 µM; hits with a dose series show EC50 in µM. purified TNAP, luminescent activation assay, no phosphate acceptor; higher activation fold means a stronger effect. 200,000 tested, 0.03% active; in the data active means activation fold from about 3, or a potency from the dose series; inactive means the rest, 99 in 100 with activation fold below about 1.6; further: many of its hits are not listed in these tables
# RSV CPE inhibition – inhibition of RSV-induced cytopathic effect – HEp-2 cells, primary 10 µM value included (AID 2391); HEp-2 cells, RSV-induced CPE inhibition; higher % means a stronger effect; CPE inhibition, % at 10 µM, or IC50 in µM where a hit was titrated; 310,000 tested, 0.13% active; in the data active means a potency from the dose series; further: strong numbers were not always called active
# NTR1 ag – NTR1-driven beta-arrestin-GFP spot formation – imaging, U2OS cells, high content, primary screen (AID 493036). agonist mode. activation, % at 20 µM. 330,000 tested, 0.17% active;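 active means activation at or above 40% of the spot to cytoplasm intensity ratio, with at least 20 cells analyzed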;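 further: 0% = DMSO without peptide and 100% = 100 nM NTR1 peptide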
# Target sequence (P30989 whole entry, looked up): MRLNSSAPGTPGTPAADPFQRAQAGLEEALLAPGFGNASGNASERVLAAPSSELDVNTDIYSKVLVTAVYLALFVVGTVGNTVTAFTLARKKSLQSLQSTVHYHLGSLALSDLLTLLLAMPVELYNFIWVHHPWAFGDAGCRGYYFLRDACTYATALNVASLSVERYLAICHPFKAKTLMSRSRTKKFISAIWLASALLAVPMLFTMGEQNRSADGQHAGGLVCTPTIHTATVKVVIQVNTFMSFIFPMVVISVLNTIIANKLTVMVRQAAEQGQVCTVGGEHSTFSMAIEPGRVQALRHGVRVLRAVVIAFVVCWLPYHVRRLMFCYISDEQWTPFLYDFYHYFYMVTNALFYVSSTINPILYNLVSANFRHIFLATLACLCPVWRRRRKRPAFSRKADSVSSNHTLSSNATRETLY
# T cell HTS – modulates CD8 T cell binding to vesicles; 2C CD8+ T cell-vesicle binding, flow cytometry; active compounds read low; calls only at 7 µM; 330,000 tested, 0.068% active; AID 2052;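 active means response, share of CD8 T cells binding vesicles, and their 90th percentile fluorescence all below set limits, cut at about 80% in these data, passing the limit was not always enough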
#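 material = purified 2C TCR transgenic mouse naive CD8+ T cells | controls = Unloaded micro-vesicles (low), QL9 vesicles with 0.7% DMSO (high) | detection = cytometric PE anti-B7-1 and Alexa647 anti-CD8 signals after 1% paraformaldehyde fixation | incubation = binding step 1.5 h, 37 °C, antibody labelling 20 min, ice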
# SV40 large T antigen – SV40 large T antigen inhibitors, biochemical (AID 1903); SV40 large T antigen ATPase/helicase inhibition assay; higher % means a stronger effect; inhibition, % at 20 µM, or IC50 in µM where a hit was titrated; 310,000 tested, 0.39% active; in the data active means a potency from the dose series; further: strong numbers were not always called active
# T cell HTS vesicle-bound % – second read-out of T cell HTS, no call of its own (marks repeat the call); double positive events, %; measured here: CD8+ vesicle-bound cell fraction;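 binding gate set so that unloaded-vesicle control wells show 10% double positive cells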
# NTR1 ag cell count 20 µM – also measured in NTR1 ag; calls as there; cell count; measured here: cell count, cytotoxicity flag
# Myeloid diff MLP GFP+ MAC1+ % – recorded beside Myeloid diff MLP, whose call it bears; GFP+ MAC1+ double positive, %; measured here: differentiation confirmed by MAC1 staining
# Numbers without * were called inactive; i = inactive; / = not tested or not shown; & = joins results of further samples; [ ] = remark or other dose. Random draw from the library; any-hit rate near 2.3%.
SMILES,Myeloid diff MLP,Myeloid diff MLP GFP+ MAC1+ %,Salmonella PhoP GFP,UTI89 phage lysis,Rac1 GTP hydrolysis,TNAP activators,RSV CPE inhibition,NTR1 ag,NTR1 ag cell count 20 µM,T cell HTS,T cell HTS vesicle-bound %,SV40 large T antigen
NC1=NC(=Nc2ccc(S(=O)(=O)N3CCOCC3)cc2)c2ccccc21,i,0.9,-0.2%,0.1%,10.7%,/,5.4%,1.9,54,i,12.4,10.7%
COc1ccc(NC(=O)CC2(Cc3ccccc3)CCOC(C)(C)C2)cc1 (centres undefined),i,0.6,0.7%,2.1%,3.0%,1.1,2.6%,1.1,35,i,35.9,12.6%
CCOc1ccccc1NC(=O)CSc1nnc(-c2ccco2)n1Cc1ccco1,i,0.4,-4.5%,0.0%,7.8%,1.1,4.2%,-2.3,106,i,26.7,24.8%
CCn1cc([N+](=O)[O-])c(C(=O)N2N=C(c3ccc(O)c(OC)c3)CC2c2ccccc2O)n1 (centres undefined),i,0.7,-10.6%,0.6%,18.4%,0.9,12.3%,6.5,65,i,29.3,12.6%
Cc1cccc(NC(=O)CN(CC2CCCO2)C(=O)c2ccc(S(C)(=O)=O)cc2)c1C (centres undefined),i,0.7,/,1.4%[50 µM],4.0%,/,/,-0.4,65,/,/,/
COc1ccc(C(=O)c2ncc(C(F)(F)F)cc2Cl)cc1,i,0.1,-0.3%,0.4%,2.0%,1,1.1%,0.3,35,i,35.6,13.9%
CCCCn1c(N)c(NCc2ccccc2OC)c(=O)[nH]c1=O,i,0.2,-9.9%,2.1%,-12.8%,1,0.8%,-0.4,90,i,58.6,-3.1%
Cc1nnc(NC(=O)NC(C)N2C(=O)C3C4C=CC(C4)C3C2=O)s1 (centres undefined),i,1.7&0.7,0.5%,-2.2%&0.1%,-1.1%&10.5%,1.1,4.8%,1.4,50,i,15.7,3.9%
CC(C)CC(=O)Nc1sc2c(c1C(=O)O)CCCCC2,i,0.3,-2.0%,0.6%,10.3%,1.1,1.4%,0.4,33,i,0.5,4.0%
CC(=O)CCc1ccc(OCC(=O)Nc2cccc(S(=O)(=O)N(C)c3ccccc3)c2)cc1,i,0.8,/,1.1%[50 µM],-1.1%,/,/,4.0,62,/,/,/
CCCOc1ccc(NC(=O)CCC(=O)NC(C)c2ccccc2)cc1 (centres undefined),i,0.5,-5.5%,-1.1%,0.7%,/,0.1%,1.1,65,i,55.4,0.9%
COCc1nnc(NC(=O)C2CC(=O)N(C3CCCC3)C2)s1 (centres undefined),i,1.0,15.6%,0.3%,-2.6%,/,4.0%,0.8,49,i,21.8,8.3%
O=C(O)CSc1ccc(NC(=O)Nc2ccccc2F)cc1,i,0.6,3.4%,0.0%,7.3%,/,4.3%,0.4,36,i,62.1,2.7%
O=C(NOCc1ccccc1)c1coc(-c2ccccc2)n1,i,0.5,/,0.2%,2.6%,/,/,-0.6,38,/,/,/
O=C(COc1ccc(Cl)cc1)Nc1ncccn1,i,6.0,2.4%,1.7%,6.2%,1.1,1.6%,0.6,75,i,35.4,0.5%
COc1ccc(-c2nn(Cc3ccccc3)cc2C(=O)N2CCN(c3ccccn3)CC2)cc1OC,i,0.0,/,0.2%[50 µM],6.1%,/,0.7%,-0.8,48,i,34.3,/
Cc1nc2ccccc2c(=O)n1NS(C)(=O)=O,i,0.6,-6.2%,0.4%,9.3%,1.1,1.3%,-0.8,57,i,24.2,2.9%
COc1ccnc2c1c(=O)n(Cc1ccccc1Cl)c(=O)n2C,i,0.2,2.6%,0.1%,0.3%,/,-0.3%,1.3,67,i,34.0,2.0%
O=C(CN1C(=O)NC2(CCCCC2)C1=O)NCCC1=CCCCC1,i,5.6,-8.2%,0.7%,2.2%,1,-0.3%,-0.3,42,i,37.9,14.6%
CCOc1cccc(CN2CCCC(C(=O)c3cc(Cl)ccc3OC)C2)c1O (centres undefined),i,2.2,4.1%,0.3%,2.9%,/,8.3%,6.9,64,i,54.6,13.4%
O=C(C[n+]1cccc(NC(=O)c2ccccc2)c1)c1cccc([N+](=O)[O-])c1,i,1.5,-6.0%,0.1%,12.4%,1,0.8%,2.4,65,i,62.3,14.6%
CCOc1ccc(C(C)=O)cc1COC(=O)CCc1cc(OC)c(OC)c(OC)c1,i,0.2,5.3%,-0.4%,5.7%,/,4.1%,-1.6,43,i,11.3,-6.1%
CCOC(=O)Cc1c(C)nc(-c2ccccc2)[nH]c1=O,i,1.9,1.6%,3.1%,-8.3%,1.1,1.6%,-3.8,83,i,1.4,3.5%
O=C(NC1CC2CCCC(C1)N2Cc1cccs1)N1CCOCC1 (centres undefined),i,0.2,15.7%,3.8%,-10.6%,1.1,1.4%,-1.3,78,i,10.5,-2.8%
O=C(CCc1nnc2ccc(NCc3ccco3)nn12)Nc1ccc(F)cc1F,i,2.5,0.1%,0.1%,11.4%,/,1.5%,-0.6,75,i,10.2,9.5%
N#C/C(C(=O)N1CCOCC1)=c1/s/c(=C\c2ccccn2)c(=O)n1-c1ccccc1,/,/,-3.8%,-0.5%,-1.9%,1.2,0.7%,0.4,60,i,29.8,-2.5%
CCc1nc2ccccc2c(C(=O)NCc2ccc(OC)cc2)c1C,i,0.2,5.1%,0.2%,5.9%,1.1,0.3%,0.1,34,i,52.9,4.2%
C/C(=N\NC(=O)c1ccccn1)C12CC3CC(CC(C3)C1)C2,i,7.4,5.3%,0.5%,12.3%,0.9,0.5%,-0.4,34,i,38.6,-3.0%
C=CCNC(=O)COC(=O)COc1ccc(Cl)cc1,i,0.5,4.4%,0.3%,-0.1%,1.2,1.5%,-1.7,55,i,59.6,2.7%
COc1ccc(C(=O)NC(=S)Nc2cccc(Cl)c2N2CCOCC2)cc1[N+](=O)[O-],i,5.1,-0.5%,-1.1%,6.8%,0.9,4.3%,17.6,52,i,57.7,3.1%
COc1ccc(CCC(=O)Nc2cc3c4c(c2)CC(=O)N4CCC3)cc1,i,0.9,4.7%,0.9%[50 µM],1.8%,/,-1.1%,0.8,58,i,23.4,12.1%
CCOC(=O)N/N=C\c1ccc(OC(=O)c2ccc3c(c2)OCO3)cc1,i,0.4,1.9%,2.2%,3.8%,1.2,0.8%,2.6,52,i,61.4,0.6%
C=CCNS(=O)(=O)c1ccc(C(=O)OCc2cc(=O)oc3cc(OC)ccc23)cc1,i,5.0,-5.4%,0.2%,1.7%,/,4.7%,7.4,44,i,24.4,10.5%
Cc1ccc(NNC(=O)Nc2ccc(Cl)cc2)nn1,i,0.5,-3.2%,/,/,/,-0.6%,-0.8,51,i,31.2,19.6%
CC(=O)c1cc2c(cc1NS(=O)(=O)c1ccc(C)cc1)OCO2,i,0.6,-2.6%,3.9%,7.2%,1.2,2.0%,2.1,81,i,48.7,11.0%
OCC[C@@H]1C[C@H](O)[C@@H](O)[C@@]2(CCCO2)O1,i,0.5,/,0.8%,10.1%,/,0.8%,0.9,52,/,/,10.4%
Cc1ccc(C)c(OCC(=O)Nc2ccccc2C(=O)N2CCOCC2)c1,i,1.1,-6.0%,0.1%,7.5%,/,3.6%,-1.6,60,i,17.8,26.2%
Cc1cc[n+](CC(=O)Nc2ccccc2)cc1,i,1.0,-3.1%,-2.0%,6.9%,/,-0.4%,-1.1,61,i,22.5,-1.5%
CCOc1cc(/C=C2/C(=N)N3N=C(C)SC3=NC2=O)ccc1OS(=O)(=O)c1ccc(C)cc1,i,0.3,-6.0%,-0.3%,4.3%,/,3.7%,5.5,59,i,21.3,10.8%
COc1ccc(C(=O)NC2CCSC2=O)cc1 (centres undefined),i,1.2,4.9%,-3.8%,-4.3%,1,0.4%,0.6,44,i,16.8,18.1%
CN1N=C(C(=O)N2CCc3c([nH]c4ccccc34)C2c2ccccc2Cl)CCC1=O (centres undefined),i,0.3,4.3%,2.9%,-0.1%,1.1,5.5%,4.1,45,i,51.8,6.8%
Cc1ccc(NC(=O)CSc2nnc(CNC(=O)c3ccco3)o2)cc1Cl,i,0.6,-1.0%,0.3%,4.0%,/,-0.4%,-0.1,61,i,61.5,11.4%
Cc1cc(C)c2nc(N3CCCC(C(=O)NCCN4CCOCC4)C3)sc2c1 (centres undefined),i,2.3,4.9%,1.0%,2.5%,1.1,-1.3%,-1.6,41,i,37.3,2.7%
CC(C)=CCN1CCN(CCCc2ccccc2)CC1CCO (centres undefined),i,0.9,-6.7%,0.4%,9.2%,/,-1.0%,0.0,57,i,60.8,8.5%
O=C(Nc1nccs1)c1cc(-c2ccncc2)nc2ccccc12,i,0.3,-5.3%,-1.9%,10.4%,1.1,0.3%,0.5,20,i,60.8,19.6%
Cc1cccc(-n2cnc3sc(C)c(C)c3c2=O)c1,i,0.4,-13.7%,0.3%,10.7%,/,-0.4%,-1.4,60,i,42.2,4.9%
CCc1cccc(NC(=O)NC(=O)Cn2nnc(C(=O)OC)c2C(=O)OC)c1,i,1.7,9.6%,2.9%[50 µM],7.9%,1,1.1%,-0.6,72,i,3.9,21.1%
CC(C)(C)S(=O)(=O)c1ccc(S(=O)(=O)C(C)(C)C)s1,/,/,3.6%,/,/,1.1,1.4%,0.6,59,i,11.4,6.0%
NS(=O)(=O)c1ccc(CCNC(=O)c2ccc(Cl)nc2)cc1,i,0.4,5.5%,0.2%,4.8%,/,6.5%,0.0,91,i,54.2,10.2%
CCC(Sc1nc2cc(OC)c(OC)cc2c(=O)n1CCc1ccc(S(N)(=O)=O)cc1)C(=O)NCCOC (centres undefined),i,0.1,0.8%,-0.5%,4.9%,1.1,0.8%,2.9,48,i,62.2,9.9%
O=C(NNc1ccccc1Cl)C(O)(c1cccc(C(F)(F)F)c1)c1cccc(C(F)(F)F)c1,i,0.2,-4.2%,4.5%,6.2%,1.5,3.9%,10.3,67,i,53.3,6.4%
CCOC(=O)c1c(C)c(C(=O)NCCCOC)c(C)n1C,i,1.2,9.7%,4.6%,-2.1%,1.1,0.9%,0.5,64,i,46.8,10.0%
CC1=NN(C(=O)Cc2ccccc2)C(O)(c2ccccc2)C1 (centres undefined),i,0.4,-8.4%,0.2%,-2.4%,1.1,1.5%,0.4,88,i,47.3,4.5%
COc1ccc(N(CC(=O)Nc2ccc(F)c(Cl)c2)S(=O)(=O)c2c(C)noc2C)cc1,i,2.0,-9.8%,-1.0%,-4.4%,1.1,12.6%,10.3,64,i,27.5,/
